# RGS4 act = potentiators or activators of RGS4; HEK293 M3R/inducible RGS4, carbachol calcium flux Fluo4; active compounds read low; B-score at 10 µM; 0.92% of 310,000 active; AID 463111;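 active means B-score of the integrated calcium signal more than 4 SD below the library mean, with starting fluorescence not abnormally high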;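 further: negative B-score means reduced calcium response which marks RGS4 activation or potentiation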
#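 System – HEK293 FlpIn-TREx cells, stable M3R, doxycycline-inducible RGS4 · Reagent – ECmax carbachol challenge · Times – compound preincubation 20 min at room temperature before agonist · Technique – Fluo4 fluorescence kinetic imaging of calcium · Measure – B score of integrated Fluo4 ratio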
# Dyrk1A ADPGlo = blocks rat Dyrk1A kinase activity. Q63470. ADP-Glo luminescence, NFATc1 peptide. inhibition, % at 12.5 µM. 0.43% of 310,000 active; in the data active means inhibition above about 50%;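 further: plate controls were vehicle with enzyme for no effect and no enzyme for full effect; many of its hits are not listed in these tables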
# PolyA inhibitor = blocks polyadenylation in yeast reporter cells. 0.02% of 300,000 active. calls only at 12 µM. S. cerevisiae SKY197-pL101 polyadenylation reporter, beta-gal luminescence; efflux-impaired pdr1/pdr3 knockout yeast; score 100 = 6 SD above DMSO;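 active means lowest replicate activity score at least 50, where 100 means six control SD above control mean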;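 further: yeast exposed to compound for 9 h at 30 °C; higher score means more reporter readthrough which indicates perturbed polyadenylation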
# hERG protect = shields human hERG channel from block by proarrhythmic agents. Q12809. CHO-hERG, FluxOR thallium flux, dofetilide IC70 present. activation (rescue from dofetilide block), less the hit threshold, % at 10 µM. 0.51% of 310,000 active. AID 1511;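 active means activation above the mean of controls blocked by dofetilide plus 5 SD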;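 further: thallium influx through hERG after potassium depolarization seen as dye fluorescence rise; in these data hits start at about 4.7%; inactives centre near -7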
# KCNK9 inh = blocks the human KCNK9 two-pore domain potassium channel. Q9NPC2. HEK293 KCNK9, FluxOR thallium flux fluorescence; active compounds read low. B-score at 10 µM. 1.2% of 310,000 active;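 active means ratio B-score over 3 SD below the library mean, with starting fluorescence within 5 SD of its mean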;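 further: negative B-score means less thallium flux so channel inhibition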
# Target sequence (Q9NPC2 whole entry, looked up, the tested form may be a part): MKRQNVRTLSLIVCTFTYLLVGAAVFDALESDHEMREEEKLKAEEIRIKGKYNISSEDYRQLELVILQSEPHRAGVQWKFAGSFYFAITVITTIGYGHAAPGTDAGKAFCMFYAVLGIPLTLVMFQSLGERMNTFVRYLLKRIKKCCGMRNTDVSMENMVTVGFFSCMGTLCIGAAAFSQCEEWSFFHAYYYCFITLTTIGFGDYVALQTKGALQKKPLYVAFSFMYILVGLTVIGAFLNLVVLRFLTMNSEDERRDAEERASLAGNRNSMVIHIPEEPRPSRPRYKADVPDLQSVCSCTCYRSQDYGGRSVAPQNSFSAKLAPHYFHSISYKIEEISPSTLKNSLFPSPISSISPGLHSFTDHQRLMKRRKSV
# KCNK3 inh = human KCNK3 channel inhibition, primary screen; O14649; CHO-KCNK3 thallium flux, FluxOR fluorescence; active compounds read low; B-score at 10 µM; 0.84% of 340,000 active; AID 602410;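 active means B-score under library mean minus 4 SD, starting fluorescence ratio at most library mean plus 5 SD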;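 further: more negative B-score means stronger inhibition of thallium flux through KCNK3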
# GSK3 alpha inh = blocks human GSK-3 alpha kinase. AID 2650. 0.1% of 320,000 active. ADP-Glo luminescence, 60 min. inhibition, % at 10 µM. P49840;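 in the data active means inhibition above about 50%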;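 further: GST-tagged GSK-3 alpha with peptide substrate and 25 µM ATP; 0% = DMSO neutral wells and 100% = GW8510 positive control wells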
# GSK3beta inhib = blocks human GSK3beta kinase activity. P49841. GST-GSK3beta kinase, ADP-Glo luminescence, 60 min; active compounds read low. activity score (negative = inhibition), % at 10 µM. 0.038% of 300,000 active;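 active means more than half of replicate wells score below -50%, meaning over 50% inhibition versus plate controls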;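 further: 0% = median DMSO wells and -100% = median GW8510 positive control wells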
# Target sequence (P49841 whole entry, looked up): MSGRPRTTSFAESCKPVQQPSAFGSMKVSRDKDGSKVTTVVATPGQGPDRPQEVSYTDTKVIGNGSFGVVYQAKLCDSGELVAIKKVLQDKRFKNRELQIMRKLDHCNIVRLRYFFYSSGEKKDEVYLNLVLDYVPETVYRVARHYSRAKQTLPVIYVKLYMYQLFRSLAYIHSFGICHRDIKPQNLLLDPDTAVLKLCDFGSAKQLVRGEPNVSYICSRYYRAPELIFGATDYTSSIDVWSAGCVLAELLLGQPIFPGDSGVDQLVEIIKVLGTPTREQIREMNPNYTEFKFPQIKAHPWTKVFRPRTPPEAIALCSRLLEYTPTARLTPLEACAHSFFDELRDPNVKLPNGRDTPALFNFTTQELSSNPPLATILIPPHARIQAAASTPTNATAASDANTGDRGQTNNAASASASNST
#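 Test system – GST-tagged human GSK3beta kinase, cell-free · Incubation – 60 min enzyme reaction, room temperature · Signal – ADP-Glo luminescence · Also added – peptide substrate and ATP at 25 µM · Controls – DMSO neutral wells and GW8510 at 20 µM as positive · Buffer or medium – Tris/MgCl2 kinase buffer · Measure – Luminescence-derived activity versus plate DMSO and GW8510 wells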
# KCNQ1 pot = human KCNQ1 channel potentiation or activation; B-score at 10 µM; 0.35% of 310,000 active; CHO-K1 KCNQ1, thallium flux FluxOR fluorescence; active compounds read high; P51787;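 active means fluorescence ratio B-score, a plate-corrected score, at least three library SD, with initial intensity B-score within 5 SD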
#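 assay system = CHO-K1 cells stably expressing KCNQ1 | medium = assay buffer, equal DMSO in all wells | timing = 37 °C overnight plating, 90-min dark dye load, 20-min compound pretreatment | measured by = kinetic FluxOR thallium fluorescence, 10-s 1-Hz baseline, 110-s post-stimulus read | measure = fluorescence change relative to baseline, converted to B score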
# RGS4 inh = human RGS4 inhibition; P49798; HEK293 M3R/RGS4 inducible, Fluo-4 calcium flux; active compounds read high; triggered by carbachol at its EC20; B-score at 10 µM; 0.45% of 310,000 active; AID 463165;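 active means B-score, a plate-corrected calcium signal, over three deviations above library mean, with baseline fluorescence within five deviations of library mean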;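 further: RGS4 expression induced by doxycycline in cells with stable M3 receptor; B-score is computed from the integrated fluorescence ratio over baseline after carbachol; higher B-score means a larger calcium signal and so more RGS4 inhibition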
# Target sequence (P49798 whole entry, looked up): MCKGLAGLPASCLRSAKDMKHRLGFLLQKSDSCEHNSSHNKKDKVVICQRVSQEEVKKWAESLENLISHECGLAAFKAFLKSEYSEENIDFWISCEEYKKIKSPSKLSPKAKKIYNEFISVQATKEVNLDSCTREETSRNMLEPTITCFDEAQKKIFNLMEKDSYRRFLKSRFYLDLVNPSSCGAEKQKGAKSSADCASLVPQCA
# KCNQ1 block = blocks the human KCNQ1 potassium channel; 1.3% of 310,000 active; B-score at 10 µM; CHO-K1 KCNQ1, FluxOR thallium flux fluorescence; active compounds read high;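 active means compounds whose thallium flux B-score, printed positive for inhibition, exceeds three library SD while starting fluorescence stays within three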;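 further: channel opened by potassium depolarization with thallium stimulus after 20 min compound exposure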
# The depositor's hits bear a star; i = inactive; . = not tested or not shown. Only part of the results is shown; rates above refer to the full screens.
SMILES,RGS4 act,Dyrk1A ADPGlo,PolyA inhibitor,hERG protect,KCNK9 inh,KCNK3 inh,GSK3 alpha inh,GSK3beta inhib,KCNQ1 pot,RGS4 inh,KCNQ1 block
O=C(Cc1c[nH]c2ccccc12)OCC(=O)c1ccccc1,i,6,i,-11,i,i,-1,3,i,i,i
CCOC(=O)c1ccc(NC(=O)CSc2nc(C)nc3c2c(=O)n(C)c(=O)n3C)cc1,i,0,i,-6,i,i,-1,3,i,i,i
COc1ccccc1C(=O)Nc1ccc2c(c1)OCO2,i,3,i,-7,i,i,-1,1,i,i,i
CCOC(=O)COc1coc(CN2CCN(c3ccccc3)CC2)cc1=O,i,1,i,-2,i,i,7,-2,i,i,i
CCOc1cc(NS(=O)(=O)c2ccc(NC(C)=O)cc2)c(OCC)cc1NC(=O)C(C)C,i,3,i,-4,i,i,-2,2,i,i,i
CCc1ccc(NC(=O)Nc2cccs2)cc1,i,2,i,-5,i,i,0,4,i,i,i
Cc1ccc(NNC(=O)CCc2ccccc2)c(C)c1,i,2,i,-3,i,i,-2,0,i,i,i
O=C(CCC1CCCN(C(=O)CC2=CCCCC2)C1)N1CCN(c2ccccn2)CC1 (stereo not given),i,-2,i,-5,i,i,4,-1,i,i,i
CC(C)(C)N(Cc1ccccc1)C(=O)COC(=O)c1ccccc1SCC(=O)N1CCCC1,i,-11,i,-25,i,i,-2,3,i,i,i
O=C(CN(Cc1ccccc1Cl)C(=O)c1csnn1)NCc1ccc2c(c1)OCO2,i,3,i,-7,i,i,-1,1,i,i,i
Cc1c(C(=O)N/N=C/c2ccc(N3CCOCC3)cc2)nc2ccccn12,i,5,i,-14,i,i,1,2,i,i,i
Cc1cccc(C(=O)Nc2nc3ccc(S(C)(=O)=O)cc3s2)c1,i,6,i,-7,i,i,0,3,i,i,i
C#CC[N+]1(CC#Cc2ccc(C#CC[N+]3(CC#C)CCOCC3)cc2)CCOCC1,i,-2,i,-4,i,i,-2,-8,i,i,i
O=C(CSCc1c(Cl)cccc1Cl)Nc1ccccc1-c1ccccc1,i,0,i,-2,i,i,-2,2,i,i,i
COc1cccc(C(=O)NNC(=O)c2ccc3ccccc3c2O)c1,i,5,i,-17,i,i,-9,-3,i,i,i
O=C(Cn1ccccc1=O)NCc1ccc(F)cc1,i,12,i,-2,i,i,-1,2,i,i,i
CC(C)(C)OC(=O)N1CCC(CNC(=O)c2cccs2)CC1,i,12,i,-2,i,i,1,-21,i,i,i
CCOC(=O)N1CCN(C(=O)c2nc3ccccc3s2)CC1,i,-9,i,-9,i,i,0,0,i,i,i
CCn1c(C)cc(=O)cc1-c1ccc(Cl)cc1,i,4,i,-4,i,i,-1,-1,i,i,i
CC(=O)c1ccc(NC(=O)CSc2nnc(-c3ccncc3)o2)cc1,i,5,i,-9,i,i,0,3,i,i,i

# A second format for twelve compounds above.
# The line under a structure holds: RGS4 act | Dyrk1A ADPGlo | PolyA inhibitor | hERG protect | KCNK9 inh | KCNK3 inh | GSK3 alpha inh | GSK3beta inhib | KCNQ1 pot | RGS4 inh | KCNQ1 block
CCc1ccc(NC(=O)Nc2cccs2)cc1
  i | 2 | i | -5 | i | i | 0 | 4 | i | i | i
Cc1ccc(NNC(=O)CCc2ccccc2)c(C)c1
  i | 2 | i | -3 | i | i | -2 | 0 | i | i | i
O=C(CCC1CCCN(C(=O)CC2=CCCCC2)C1)N1CCN(c2ccccn2)CC1 (stereo not given)
  i | -2 | i | -5 | i | i | 4 | -1 | i | i | i
CC(C)(C)N(Cc1ccccc1)C(=O)COC(=O)c1ccccc1SCC(=O)N1CCCC1
  i | -11 | i | -25 | i | i | -2 | 3 | i | i | i
O=C(CN(Cc1ccccc1Cl)C(=O)c1csnn1)NCc1ccc2c(c1)OCO2
  i | 3 | i | -7 | i | i | -1 | 1 | i | i | i
Cc1c(C(=O)N/N=C/c2ccc(N3CCOCC3)cc2)nc2ccccn12
  i | 5 | i | -14 | i | i | 1 | 2 | i | i | i
Cc1cccc(C(=O)Nc2nc3ccc(S(C)(=O)=O)cc3s2)c1
  i | 6 | i | -7 | i | i | 0 | 3 | i | i | i
C#CC[N+]1(CC#Cc2ccc(C#CC[N+]3(CC#C)CCOCC3)cc2)CCOCC1
  i | -2 | i | -4 | i | i | -2 | -8 | i | i | i
O=C(CSCc1c(Cl)cccc1Cl)Nc1ccccc1-c1ccccc1
  i | 0 | i | -2 | i | i | -2 | 2 | i | i | i
COc1cccc(C(=O)NNC(=O)c2ccc3ccccc3c2O)c1
  i | 5 | i | -17 | i | i | -9 | -3 | i | i | i
O=C(Cn1ccccc1=O)NCc1ccc(F)cc1
  i | 12 | i | -2 | i | i | -1 | 2 | i | i | i
CC(C)(C)OC(=O)N1CCC(CNC(=O)c2cccs2)CC1
  i | 12 | i | -2 | i | i | 1 | -21 | i | i | i

# Additional compounds follow:
SMILES,RGS4 act,Dyrk1A ADPGlo,PolyA inhibitor,hERG protect,KCNK9 inh,KCNK3 inh,GSK3 alpha inh,GSK3beta inhib,KCNQ1 pot,RGS4 inh,KCNQ1 block
Cc1ccc(-c2nnc(N(C)C(=O)C3CCCO3)s2)cn1 (stereo not given),i,4,i,-4,i,i,-1,4,i,i,i
CC(C)(C)[C@H]1C=C(C(=O)NCc2ccccc2)O[C@@H](OCc2ccc(CO)cc2)C1,i,2,i,-11,i,i,.,-1,i,i,i
CCc1nnc(NC(=O)CN2C(=O)/C(=C/c3ccc(OC)c(OC)c3)SC2=S)s1,i,.,i,-5,i,.,-2,-1,i,i,i
COc1ccc(/C=C(\C#N)C(=O)NCc2cccs2)cc1OC,i,-5,i,-9,i,i,0,-1,i,i,i
O=C(NCCCN1CCOCC1)c1ccc(Sc2ccccc2Cl)c([N+](=O)[O-])c1,i,-2,i,-6,i,i,-3,0,i,i,i
CCN(CC(=O)Nc1c(F)cccc1F)C(=O)CCCOc1ccc(OC)cc1,i,.,i,-15,i,i,0,-2,i,i,i
Cc1ccc(NS(=O)(=O)c2ccc(CCC(=O)NCc3ccccn3)cc2)cc1,i,5,i,-4,i,i,-1,3,i,i,i
COc1ccc(-c2csc3nc(-c4ccccc4)oc(=O)c23)cc1OC,i,.,i,-6,i,i,-2,-1,i,i,i
Cn1nc(-c2ccc(Cl)cc2)c2cc(C(=O)N3CCN(c4ccccc4)CC3)sc21,i,-2,i,-1,i,i,5,0,i,i,i
COc1ccccc1C(c1nnnn1CC1CCCO1)N1CCC(C(N)=O)CC1 (stereo not given),i,-3,i,-8,i,i,-2,1,i,i,i
O=C(CSC(=S)N1CCCC1)Nc1cc2c(cc1Br)OCCO2,i,-2,i,-5,i,i,-1,0,i,i,i
Cc1cccc(/C=N\NC(=O)c2csnn2)c1,i,-1,i,-7,i,i,-1,-3,i,i,i
Cc1cccc(C)c1N1CCN(S(=O)(=O)N(C)C)CC1,i,2,i,-3,i,i,-4,3,i,i,i
COc1ccc(/C=N/N2C(=O)CSC2=S)cc1Br,i,5,i,-9,i,i,11,0,i,i,i
O=C(Nc1ccc(-n2cccn2)cc1)C1CCN(Cc2ccsc2)CC1,i,1,i,-3,i,i,0,2,i,i,i
COc1ccccc1NC(=O)CN1CCN(c2ccccn2)CC1,i,-2,i,-10,i,i,2,-2,i,i,i
CCCSc1nnc(-c2c[nH]c3ccccc23)n1CC,i,1,i,-16,i,i,0,6,i,i,i
FC(F)(F)c1nc(NCc2ccccc2)c2nnn(Cc3ccccc3)c2n1,i,-8,i,-1,i,i,-1,1,i,i,i
Cc1ccc(C(=O)Nc2nn(C)c3cccc(F)c23)cc1,i,.,i,-5,i,i,-2,-2,i,i,i
CCOc1cccc(-c2csc(C3COc4ccccc4O3)n2)c1 (stereo not given),i,-2,i,-7,i,i,2,-3,i,i,i
C=CCSc1nnc(-c2ccccc2NC(C)=O)c(=O)[nH]1,i,3,i,-11,i,i,0,2,i,i,i
COc1ccc(S(=O)(=O)Cc2ccc(C(=O)NC3CCC(C)CC3)o2)cc1 (stereo not given),i,-1,i,-12,i,i,0,0,i,i,i
CC(=O)Nc1ccc(S(=O)(=O)Nc2ccccn2)cc1,i,-3,i,-2,i,i,1,-3,i,i,i
COc1ccccc1CCNC(=O)C(=O)NCC1OCCN1S(=O)(=O)c1ccc2c(c1)OCCO2 (stereo not given),i,-4,i,-5,i,i,-1,1,i,i,i
Cc1ccc(S(=O)(=O)N2CCN(C(=O)CSc3nnnn3C)C2)cc1,i,29,i,-1,i,i,-2,0,i,i,i
COc1ccccc1-c1cc(N)n[nH]1,i,20,i,0,i,i,3,1,i,i,i
COc1ccc(/C=N/c2oc(-c3ccccc3)cc2C#N)cc1OC,i,5,i,-2,i,i,-3,2,i,i,i
O=C(N/C(=C/c1ccc(Br)cc1)C(=O)N1CCOCC1)c1ccc(Br)o1,i,3,i,-8,i,i,1,-2,i,i,i
CCOC(=O)CNc1cccc(C(F)(F)F)c1,i,-2,i,-15,i,i,-1,1,i,i,i
COc1ccc(CNC(=O)C2CCN(S(=O)(=O)c3ccc4c(c3)NC(=O)C(C)S4)CC2)cc1 (stereo not given),i,-1,i,-12,i,i,-4,-1,i,i,i
O=C/C(=C\Nc1ccccn1)c1nc2ccccc2o1,i,31,i,-12,i,i,-1,-3,i,i,i
O=C(Nc1ccc(Cl)cc1)Nc1ccccn1,i,-5,i,-5,i,i,1,0,i,i,i

# Full records as entered above:
# Record of CCOC(=O)N1CCN(C(=O)c2nc3ccccc3s2)CC1 → RGS4 act = i; Dyrk1A ADPGlo = -9; PolyA inhibitor = i; hERG protect = -9; KCNK9 inh = i; KCNK3 inh = i; GSK3 alpha inh = 0; GSK3beta inhib = 0; KCNQ1 pot = i; RGS4 inh = i; KCNQ1 block = i
# Record of C#CC[N+]1(CC#Cc2ccc(C#CC[N+]3(CC#C)CCOCC3)cc2)CCOCC1 → RGS4 act = i; Dyrk1A ADPGlo = -2; PolyA inhibitor = i; hERG protect = -4; KCNK9 inh = i; KCNK3 inh = i; GSK3 alpha inh = -2; GSK3beta inhib = -8; KCNQ1 pot = i; RGS4 inh = i; KCNQ1 block = i

# Bioassay records as filed in PubChem.
